ADAM10 inh – human ADAM10 inhibitors, primary screen, biochemical, QFRET, HTS | Disintegrin and metalloproteinase domain-containing protein 10 (Homo sapiens), O14672 | recombinant ADAM10, EDANS/DABCYL FRET peptide cleavage, 3 h | inhibition, % at 7 µM | 370,000 compounds, 0.62% hits;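 active means inhibition above a per-campaign cutoff equal to the mean of compounds falling between control-based bounds plus 3 SD, cut at about 20% in these data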;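 further: 0% = DMSO wells while the 100% control is not disclosed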
Target sequence (O14672 214-748 limits assumed): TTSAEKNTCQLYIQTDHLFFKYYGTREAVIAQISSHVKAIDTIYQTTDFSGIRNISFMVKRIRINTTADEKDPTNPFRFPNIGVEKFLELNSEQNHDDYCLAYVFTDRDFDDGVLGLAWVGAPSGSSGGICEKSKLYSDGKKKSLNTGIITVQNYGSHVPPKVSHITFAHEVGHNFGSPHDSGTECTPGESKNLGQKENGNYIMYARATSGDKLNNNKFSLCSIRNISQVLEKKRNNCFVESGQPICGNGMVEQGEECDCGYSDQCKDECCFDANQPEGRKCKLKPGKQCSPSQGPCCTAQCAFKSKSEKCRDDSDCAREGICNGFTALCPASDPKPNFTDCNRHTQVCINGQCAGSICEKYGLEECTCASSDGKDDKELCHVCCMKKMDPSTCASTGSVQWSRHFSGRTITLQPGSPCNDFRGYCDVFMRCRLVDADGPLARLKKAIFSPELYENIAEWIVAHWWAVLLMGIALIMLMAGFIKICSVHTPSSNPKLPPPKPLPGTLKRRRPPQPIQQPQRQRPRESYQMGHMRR
ADAM17 inh – ADAM17 inhibitors, primary screen, biochemical, QFRET; Disintegrin and metalloproteinase domain-containing protein 17 (Homo sapiens), P78536; recombinant ADAM17, EDANS/DABCYL FRET peptide cleavage; inhibition, % at 6.95 µM; 370,000 compounds, 0.83% hits; AID 720648, 2013;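 active means inhibition above the mean of compounds lying between control limits plus 3 SD, set per campaign, cut at about 8.5% in these data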;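 further: 0% = DMSO-only wells as the low control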
GC-A act – GC-A stimulated cGMP production enhancers – HEK293 GC-A cells, cGMP TR-FRET, EC30 ANP, primary screen | 0% at EC30 ANP, 100% saturating ANP | activation, % at 10 µM | 370,000 compounds, 0.14% hits; in the data active means activation above about 40%
SMARCA2 activ – SMARCA2 (BRM) function activators, primary screen, cell-based, luminescence, high throughput; MG213 cells, MMTV-luciferase reporter, dexamethasone, overnight; activation, % at 9.1 µM; 370,000 compounds, 1% hits; in the data active means activation above about 7.8%;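 further: 0% = vehicle wells and 100% = reference activator wells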
PG9 Ab binder – binders of HIV-1 gp120 antibody PG9, primary screen, biochemical, TR-FRET; 360,000 compounds, 0.43% hits; inhibition, % at 6.7 µM; HIV-1 gp120 / PG9 antibody interaction; TR-FRET gp120-PG9 antibody binding; in the data active means inhibition above about 8.5%
FXN GAA850 act – FXN promoter activators, primary screen, cell-based, luciferase luminescence, HEK293 lucGAA850. AID 540364, 2011. HEK293 lucGAA850 FXN promoter luciferase reporter, 24 h; percent of 10 µM SAHA response. activation, % at 6 µM. 360,000 compounds, 0.56% hits;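 active means activation above the average of all compounds screened plus 3 SD, cutoff fixed separately per campaign, cut at about 7.5% in these data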;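 further: 0% = DMSO wells and 100% = 10 µM SAHA wells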
DAX1 inh-1 – DAX1 (NR0B1) inhibitors on StAR promoter, primary screen, cell-based, luminescence, SF-1 (NR5A1), full-length DAX-1; inhibition, % at 6.8 µM; 370,000 compounds, 1.1% hits; HEK293T StAR-luciferase reporter, SF-1/DAX-1 repression relief; AID 652010, 2013;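 active means inhibition above the mean over all tested compounds plus 3 SD, cut at about 3.6% in these data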;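 further: 0% = DAX-1 cells with DMSO and 100% = cells lacking DAX-1 with DMSO; higher inhibition means more luminescence from relief of DAX-1 repression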
ssDAF12 agonist – S. stercoralis DAF-12 nuclear receptor activators, primary screen, cell-based, luminescence, HEK293, GRIP1 co-expression, lit1-tk-luc. Nuclear hormone receptor DAF-12 (Strongyloides stercoralis). HEK293 ssDAF-12/GRIP1 lit1-tk-luc reporter; % of 3 µM dafachronic acid response. activation, % at 6.8 µM. 370,000 compounds, 1% hits. AID 652126, 2013;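 active means activation above the mean over all tested compounds plus 3 SD, cut at about 0.9% in these data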;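 further: 0% = DMSO-only wells and 100% = 3 µM delta7-dafachronic acid wells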
hgDAF12 agonist – H. glycines DAF-12 receptor agonists, primary screen, cell-based, luminescence, HEK293, GAL4 fusion, UAS-luciferase; AID 687014, 2013; HEK293 GAL4-hgDAF12 UAS-luciferase reporter, agonist luminescence; normalized to butyrate control; Nuclear hormone receptor DAF-12 (Heterodera glycines), GAL4 fusion; activation, % at 6.8 µM; 370,000 compounds, 1.8% hits;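 active means activation above a cutoff set at the mean of all screened compounds plus 3 SD, cut at about 10% in these data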;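 further: 0% = DMSO wells and 100% = sodium butyrate wells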
DAX1 inh-2 – DAX1 (NR0B1) inhibitors, primary screen, cell-based, HEK293, Gal4-DAX1, luciferase luminescence; Nuclear receptor subfamily 0 group B member 1 (Homo sapiens), P51843; HEK293 Gal4-DAX1 luciferase reporter; inhibition, % at 6.75 µM; 340,000 compounds, 0.99% hits; AID 504766, 2011;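 active means inhibition above the mean over all tested compounds plus 3 SD, cut at about 4.2% in these data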;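 further: 0% = DAX1-transfected cells with DMSO and 100% = empty-vector control cells with DMSO; inhibition shows as a rise in luminescence from relieved DAX1 repression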
Target sequence (P51843 207-470 limits assumed): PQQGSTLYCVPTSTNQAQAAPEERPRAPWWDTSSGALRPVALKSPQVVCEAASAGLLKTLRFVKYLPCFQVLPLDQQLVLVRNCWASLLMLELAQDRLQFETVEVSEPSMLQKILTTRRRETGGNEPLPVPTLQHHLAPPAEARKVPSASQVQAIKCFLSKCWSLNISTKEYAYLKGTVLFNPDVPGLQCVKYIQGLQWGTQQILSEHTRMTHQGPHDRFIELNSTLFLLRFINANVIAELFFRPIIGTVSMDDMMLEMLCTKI
hcDAF-12 act – H. contortus DAF-12 nuclear receptor activators, primary screen, cell-based, luminescence, HEK293, lit1-tk-luc reporter | activation, % at 6.8 µM | HEK293 hcDAF-12 lit1-tk-luc reporter; 0% DMSO, 100% Δ7-dafachronic acid | 370,000 compounds, 1.4% hits;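 active means activation above the mean of all tested compounds plus 3 SD, cut at about 5.5% in these data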;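 further: 100% = response to 3 µM Δ7-dafachronic acid high control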
The depositor's hits bear a star; . = not tested or not shown.

entry	structure	ADAM10 inh	ADAM17 inh	GC-A act	SMARCA2 activ	PG9 Ab binder	FXN GAA850 act
1	O=C(CCc1nc2sc3c(c2c(=O)[nH]1)CCCC3)NCCc1ccccc1	-9	-3	-3	0	-0.5	2.3
2	CCOc1ccc(Br)cc1S(=O)(=O)Nc1ccccc1N1CCOCC1	3	-1	-19	-2	-1.1	0.2
3	O=c1[nH]c(-[n+]2ccccc2)c(/C=N/NC([S-])=Nc2ccccc2)s1	-2	-1	5	-3	-3.6	0.5
4	CCOc1ccc(N=C(C)C2=C(O)c3ccccc3C2=O)cc1	4	0	1	19*	-3.4	3.3
5	COc1ccccc1N=NC1C(=O)N(C(N)=S)N=C1C (centres undefined)	4	3	-4	-3	-4.3	-0.8
6	O=C(Nc1nc(-c2cc(Cl)sc2Cl)cs1)c1ccc(Br)s1	-11	-9	1	-5	0.8	-1.4
7	OC(COCCC12CC3CC(CC(C3)C1)C2)CN1CCCC1 (centres undefined)	-3	-1	-3	-3	0.6	4.3
8	COc1ccc(CNC(=O)C2CCCN(S(=O)(=O)c3ccc4c(c3)CCCN4C(C)=O)C2)cc1 (centres undefined)	-5	-2	-2	-2	0.4	1.2
9	O=S(c1ccccc1)C(c1ccccc1)c1ccccc1 (centres undefined)	5	0	-6	4	-0.8	0.8
10	COc1ccc(CC2NCCC3(O)CCCCC23)cc1 (centres undefined)	1	-1	-2	-1	-1.6	-0.9
11	CC(=O)c1ccc(N(C(=O)CNC(=O)c2ccco2)C(C(=O)NC2CCCC2)c2ccncc2)cc1 (centres undefined)	3	1	1	0	-2.3	0.7
12	Cc1ccc(NC(=O)COc2ccc(-n3ccnc3)cc2)cc1Cl	1	-1	-3	-2	-0.1	-2.0
13	COCCS(=O)(=O)N(Cc1ccccc1)[C@H](C(=O)OC)C(C)C	-8	-4	2	-4	0.2	-1.1
14	Cn1c(NC(=O)CCc2ccccc2)cc(=O)n(C)c1=O	-10	-2	-1	6	0.5	6.8
15	CCOC(=O)c1c(C)[nH]c(C)c1C(=O)COC(=O)CCOc1ccccc1OC	4	3	-2	0	-2.3	4.3

entry	DAX1 inh-1	ssDAF12 agonist	hgDAF12 agonist	DAX1 inh-2	hcDAF-12 act
1	0.0	-0.7	-1.0	1.9	2.1
2	-1.1	-1.3	0.0	-1.7	-0.1
3	-0.3	0.6	-0.4	1.8	0.4
4	1.1	-0.2	9.9	2.7	2.1
5	-0.6	-1.4	-0.5	-1.8	-1.5
6	0.5	-0.9	-0.4	-0.7	-1.3
7	0.4	-1.0	4.8	0.3	-0.1
8	-6.9	-1.7	-4.3	-0.5	-3.1
9	-0.6	-1.1	1.4	-0.7	-1.8
10	0.5	-1.2	0.4	1.5	-0.1
11	0.6	-1.0	2.1	0.4	-1.4
12	-1.5	-1.9	-3.3	-2.0	-3.7
13	-0.4	-1.1	-2.7	-0.7	0.1
14	4.1*	1.6*	14*	0.6	9.4*
15	0.2	-1.4	-1.0	-1.1	-0.3

entry	structure	ADAM10 inh	ADAM17 inh	GC-A act	SMARCA2 activ	PG9 Ab binder	FXN GAA850 act
16	COc1cc(/C=N/NC(=O)c2cc(-c3ccccc3OC(C)C)nc3ccccc23)ccc1O	17	11*	9	-2	0.1	-6.0
17	CCn1c(=O)n(CC(=O)NCC2CCCO2)c(=O)c2c3c(sc21)COC(C)(C)C3 (centres undefined)	-11	-1	0	-1	-0.5	1.2
18	CC[C@@H]1C=C(C(=O)O)[C@H](c2ccc(Cl)cc2)N1S(=O)(=O)c1ccc(C)cc1	1	8.6*	2	-5	0.0	-0.7
19	COc1cccc(NC(=O)c2cncs2)c1	-2	0	2	-1	-2.7	1.2
20	O=C(Nc1cccc(Cl)c1)c1nc[nH]c1C(=O)NCCCNC(=O)c1[nH]cnc1C(=O)Nc1cccc(Cl)c1	2	-3	-9	1	0.3	0.7
21	Cc1nn(C(C)CC(=O)O)c(C)c1C (centres undefined)	-3	-3	-2	2	0.4	1.1
22	COC(=O)c1c(NC(=O)C2CC=CCC2C(=O)O)sc(C(N)=O)c1C (centres undefined)	3	1	-2	3	1.0	-1.6
23	CCCN(CC(=O)Nc1ccccc1C)C(=O)COc1ccc2c(c1)CCC2	-3	4	2	1	-1.2	0.1
24	Cn1c(=O)oc2cc(S(=O)(=O)N3CCN(C(=O)C4CCCO4)CC3)ccc21 (centres undefined)	-6	-2	4	1	.	.
25	COc1cc2ncnc(Nc3ccc4c(c3)OCO4)c2cc1OC	-4	-3	5	-2	0.8	0.8
26	CCCc1c(C(=O)N/N=C(\C)c2cccnc2)nnn1-c1nonc1N	-10	-3	0	-3	-1.8	0.3
27	COC(=O)c1sc2ccccc2c1C(=O)OC	1	-4	3	1	-0.7	1.2
28	Cc1[nH]c2ccccc2c1/C=N/Nc1nc(Nc2ccc(F)cc2)nc(N2CCOCC2)n1	15	-1	0	1	-2.3	0.0
29	CC(NC(=O)COc1ccccc1)C(c1ccccc1)N1CCN(C)CC1 (centres undefined)	0	1	-2	-1	0.7	3.7
30	Cc1cc(C)n2c(SCC(=O)NCc3ccco3)nnc2n1	-3	-6	-1	-1	1.0	1.5

entry	DAX1 inh-1	ssDAF12 agonist	hgDAF12 agonist	DAX1 inh-2	hcDAF-12 act
16	0.0	-2.5	-8.3	-2.8	-2.6
17	-0.6	-0.9	-1.0	1.5	-0.8
18	2.8	-0.5	1.1	0.0	1.7
19	-0.3	-0.6	1.8	-0.5	0.8
20	0.0	-0.7	2.4	0.4	0.1
21	0.2	-1.1	2.2	0.4	0.6
22	0.1	-0.8	2.7	-0.5	1.8
23	0.0	-1.5	2.3	0.3	-2.4
24	-0.8	-0.9	-2.2	.	0.1
25	0.3	-0.9	1.0	0.4	-0.3
26	-0.2	-1.5	1.4	-0.6	-0.7
27	0.0	-0.3	4.5	0.5	0.8
28	0.6	-0.4	3.4	1.6	6.8*
29	0.4	-1.4	-0.3	0.9	0.9
30	0.4	-1.4	-0.3	0.0	-1.2

entry	structure	ADAM10 inh	ADAM17 inh	GC-A act	SMARCA2 activ	PG9 Ab binder	FXN GAA850 act
31	CCOc1ncccc1C(=O)OCC(=O)Nc1c(C)cccc1C	4	2	2	-3	-2.5	1.6
32	Cc1ccc(NC(=O)CN2C(=O)NC(C)(C)C2=O)cc1S(=O)(=O)N1CCCCCC1	0	-3	3	-3	0.5	1.6
33	CC(C)CCNc1nc2c(c(=O)[nH]c(=O)n2C)n1CC(O)COC(C)C (centres undefined)	9	5	-3	2	0.6	-2.5
34	CCn1nc(C)c(NC(=O)/C=C/c2cnn(C)c2C)c1C	1	-1	3	-1	-3.2	0.6
35	CC(=O)Nc1ccc(NC(=O)C2c3ccccc3Oc3ccccc32)cc1	4	-3	-1	-3	-0.1	1.5
36	CCCc1nc2nc(C)c(NS(=O)(=O)c3ccc(C)c(C)c3)c(=O)n2[nH]1	-11	-2	1	0	1.4	-2.0
37	CCOc1cc(OCC)cc(C(=O)N2CCC[C@H]2C(=O)N2CCC[C@H]2C(=O)N(C)Cc2ccccc2)c1	2	-2	-1	-2	-0.1	.
38	CCS(=O)(=O)N1Cc2ccccc2CC1C(=O)Nc1nccs1 (centres undefined)	5	0	-2	0	-2.0	8.2*
39	COc1ccc(CCNC(=O)C(=O)NCC2OCCN2S(=O)(=O)c2ccc(F)cc2)cc1OC (centres undefined)	-3	-1	5	0	1.2	-0.5
40	Cc1ncc(CO)c2c1Oc1nc(-c3ccccc3)nc(SCC(=O)N3CCCCC3)c1C2	4	2	-13	-2	0.8	-3.1
41	CC(=O)N1CCc2cc(S(=O)(=O)NC(Cc3ccccc3)C(=O)NCCN3CCCCC3C)ccc21 (centres undefined)	2	2	3	-3	0.2	-0.3
42	CC(=O)Nc1ccccc1OC(C)C(=O)N1CC(C)CC(C)C1 (centres undefined)	11	-3	0	3	-1.0	-0.6
43	CC(C)(C)C1CCC(=NNC(=O)CC(=O)NCc2ccccc2)CC1 (centres undefined)	-4	-3	-1	1	-0.2	1.7
44	C/C(=N\NC(=O)c1ccc([N+](=O)[O-])cc1)c1c(O)cc(C)oc1=O	-3	1	1	-1	-0.4	2.4
45	O=C(CN(Cc1ccco1)Cc1cccs1)N1CCN(S(=O)(=O)c2cccc(F)c2)CC1	-1	0	-3	-1	2.2	1.8
46	Cn1c(=O)c2[nH]c(C3CC3)nc2n(C)c1=O	-16	-3	3	-4	2.2	0.6
47	COc1ccc(C(=O)N2CCN(c3ccccc3Cl)CC2)cc1S(=O)(=O)NC1CC1	-11	-3	0	-3	1.1	0.8

entry	DAX1 inh-1	ssDAF12 agonist	hgDAF12 agonist	DAX1 inh-2	hcDAF-12 act
31	-0.3	-0.4	-1.7	0.5	0.2
32	-1.2	-0.9	0.3	0.5	-0.9
33	0.1	-1.0	0.0	-0.1	0.1
34	-0.5	-1.0	-2.0	-0.4	-1.5
35	0.1	-1.0	-0.8	-1.1	-0.6
36	0.0	-0.6	1.4	2.0	-0.4
37	-0.1	-0.8	0.5	.	-0.3
38	1.0	0.8	9.6	0.7	5.3
39	-1.2	-1.2	1.1	-0.2	-0.9
40	-6.0	-1.5	-5.0	-0.6	-2.5
41	0.4	-1.3	-1.7	0.2	0.5
42	-0.9	-1.3	-1.8	-1.2	-1.8
43	0.9	-0.7	0.4	-0.8	2.2
44	1.1	-0.4	8.8	-0.6	2.2
45	-0.8	-1.4	-5.2	-0.1	-0.9
46	1.3	-0.8	-1.5	1.5	-0.6
47	1.5	-1.7	-1.3	0.5	-0.8

Among those listed so far, two have an aryl thioether with sulfur outside any ring.
entry	structure	ADAM10 inh	ADAM17 inh	GC-A act	SMARCA2 activ	PG9 Ab binder	FXN GAA850 act
30	Cc1cc(C)n2c(SCC(=O)NCc3ccco3)nnc2n1	-3	-6	-1	-1	1.0	1.5
40	Cc1ncc(CO)c2c1Oc1nc(-c3ccccc3)nc(SCC(=O)N3CCCCC3)c1C2	4	2	-13	-2	0.8	-3.1

entry	DAX1 inh-1	ssDAF12 agonist	hgDAF12 agonist	DAX1 inh-2	hcDAF-12 act
30	0.4	-1.4	-0.3	0.0	-1.2
40	-6.0	-1.5	-5.0	-0.6	-2.5

Source: PubChem BioAssay (several laboratories)

The order is random (roughly 6.8% active in at least one column).
